KB-V1 MDR tox: KB-V1 MDR subline cytotoxicity | KB-V1 MDR cells viability, CellTiter-Glo, 72 h | Potency, µM (series often up to 46.1 µM), for the others: at the top dose activity change, negative = cytotoxicity, most hits filed as cytotoxic | actives 3.4% (n = 400,000); also: potency is read from the fitted curve at half-maximal effect; % is scaled to controls: 0 for no effect and ±100 for the full control effect; nearly all actives have a fitted effect of over 60% in size
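qHTS viability screen in drug-selected KB-V1 MDR cells: 72 h compound treatment at 37 degrees C, ATP luminescence end point.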
PTHR1 agonist: PTHR1 (human) receptor agonism; HEK293 GP2 PTHR1 cells, GloSensor cAMP luminescence, 1 h; Potency, µM (series often up to 115 µM), for inactives: at the highest dose activation, most hits filed as activators; actives 0.075% (n = 410,000); AID 743266; also: potency is read from the fitted curve at half-maximal effect; nearly all actives have a fitted effect of over 55% in size; some results filed as inactive show a strong effect at the top dose; inactives centre near -15; many of its hits are not listed in these tables
Target sequence (Q03431 whole entry, looked up): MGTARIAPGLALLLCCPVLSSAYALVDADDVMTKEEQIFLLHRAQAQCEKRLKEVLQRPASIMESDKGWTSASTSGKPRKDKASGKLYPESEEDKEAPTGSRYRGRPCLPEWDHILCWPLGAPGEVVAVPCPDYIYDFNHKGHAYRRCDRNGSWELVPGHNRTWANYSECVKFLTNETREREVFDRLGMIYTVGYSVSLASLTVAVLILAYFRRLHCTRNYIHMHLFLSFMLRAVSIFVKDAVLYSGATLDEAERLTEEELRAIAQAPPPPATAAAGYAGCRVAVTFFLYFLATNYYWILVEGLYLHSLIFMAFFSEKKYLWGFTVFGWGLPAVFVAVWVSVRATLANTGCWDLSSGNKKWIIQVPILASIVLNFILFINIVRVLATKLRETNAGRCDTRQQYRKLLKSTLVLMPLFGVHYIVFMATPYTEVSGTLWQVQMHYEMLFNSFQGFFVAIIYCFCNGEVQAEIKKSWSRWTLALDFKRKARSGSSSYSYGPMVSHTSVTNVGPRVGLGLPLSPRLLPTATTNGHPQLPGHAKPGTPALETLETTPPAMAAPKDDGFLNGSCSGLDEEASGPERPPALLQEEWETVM
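HEK-293-derived GP2 cells expressing PTHR1 and a GloSensor cAMP reporter, 3,000/well, plated overnight, given luciferin plus IBMX (each 0.5 mM as added) for 1 h at 37 °C, then compound for 1 h at 37 °C. Luminescence was read after 15 min at room temperature.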
GLP1R inv ag: inverse agonists of human GLP-1 receptor. P43220. HEK293 GLP-1R CRE-luciferase, luminescence, 24 h; GLP-1R form is constitutively active. Potency, µM (top dose mostly 38.3 µM), for the others: at the highest dose activity change, negative = inhibition, usual class: inhibitors. actives 1.6% (n = 410,000). AID 624417; also: potency is read from the fitted curve at half-maximal effect; % is scaled to controls: 0 for no effect and ±100 for the full control effect; nearly all actives have a fitted effect of over 55% in size
Target sequence (P43220 whole entry, looked up): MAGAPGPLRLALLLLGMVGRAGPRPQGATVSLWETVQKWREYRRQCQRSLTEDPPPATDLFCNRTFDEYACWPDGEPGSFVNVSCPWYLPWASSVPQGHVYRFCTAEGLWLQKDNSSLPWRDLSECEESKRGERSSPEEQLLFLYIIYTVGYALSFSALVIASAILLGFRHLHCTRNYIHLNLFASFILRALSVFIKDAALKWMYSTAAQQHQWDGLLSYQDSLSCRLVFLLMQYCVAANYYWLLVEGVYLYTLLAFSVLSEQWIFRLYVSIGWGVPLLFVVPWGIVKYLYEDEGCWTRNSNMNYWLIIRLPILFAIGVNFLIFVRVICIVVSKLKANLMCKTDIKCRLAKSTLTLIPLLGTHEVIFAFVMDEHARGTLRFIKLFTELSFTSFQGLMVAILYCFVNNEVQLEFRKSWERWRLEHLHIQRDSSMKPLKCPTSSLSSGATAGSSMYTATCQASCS
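Luminescence readout: a drop in cAMP-driven luciferase signal flags inverse agonism at a constitutively active GLP-1R stably expressed in HEK293. Compound exposure lasted 24 hr at 37 deg C, 5% CO2.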
GLP-1R agonist: GLP-1 receptor (human) agonism; P43220; HEK293 GLP-1R CRE-luciferase, luminescence, 4-6 h; cells express a hypersensitive GLP-1R form; Potency, µM (titrated, usually from 45.6 µM), inactives show at the highest dose activation, usual class: activators; actives 0.007% (n = 380,000); AID 624172; also: potency is read from the fitted curve at half-maximal effect; % of control where 0% means no effect
TDP43 rescue: inhibitors of TDP-43 toxicity in yeast | TDP-43 expressing yeast growth rescue, BacTiter-Glo, 24 h | Potency, µM (series often up to 46.1 µM), for the others: top-dose growth rescue (activation), most hits filed as activators | actives 1.8% (n = 410,000) | AID 652104; also: potency is read from the fitted curve at half-maximal effect; % of control where 0% means no effect; nearly all actives have a fitted effect of over 50% in size
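Yeast cells expressing TDP-43 under galactose induction are exposed to compounds for 24 hr at 30 deg C. BacTiter-Glo luminescence measures growth, so protective compounds score as activators.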
aSyn rescue: inhibitors of alpha-synuclein toxicity in yeast | Yeast expressing alpha-synuclein, growth rescue, BacTiter-Glo, 24 h | Potency, µM (highest dose often 46.1 µM), inactives show at the highest dose growth rescue (activation), usual class: activators | actives 0.14% (n = 370,000); also: potency is read from the fitted curve at half-maximal effect; % of control where 0% means no effect; nearly all actives have a fitted effect of over 65% in size
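Readout is rescue of growth in alpha-synuclein-expressing yeast, so inhibitors of toxicity appear as activators. Growth after 24 hr at 30 deg C in galactose medium is quantified by luminescence.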
GLP1R cytotox: cytotoxic in the GLP-1 receptor inverse agonist counter-screen. actives 0.13% (n = 410,000). AID 624418. HEK293 cAMP-luciferase reporter cells, luminescence, 24 h. Potency, µM (series often up to 38.3 µM), inactives show at the top dose activity change, negative = inhibition, usual class: inhibitors;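 also: loss of luciferase light is scored as toxicity; potency is read from the fitted curve at half-maximal effect; % is scaled to controls: 0 for no effect and ±100 for the full control effect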
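Seeding density was 200 cells/uL; after overnight-length (12 h) culture, 23 nL compounds went on for 24 h at 37 °C. Readout used a luciferase detection reagent, luminescence taken after 12 min at room temperature.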
DRD3 antagonist: D3 dopamine receptor (human) antagonism. AID 652054. actives 2.5% (n = 360,000). P35462. max response, negative = inhibition, %. D3R cells, DiscoveRx beta-arrestin luminescence, antagonist mode; hits give low values; in the data active = max response below about -50%; inconclusive = no clear call, values can overlap the other calls; also: % is scaled to controls: 0 for no effect and ±100 for the full control effect; mostly tested at two doses, the higher about 12 µM
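Cells expressing the human receptor were seeded at 1500 cells/well, incubated overnight at 37 degrees C in 5% CO2, then exposed to library compounds with dopamine controls for 90 minutes at 37 degrees C before luminescent detection.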
DRD3 agonist: activates the human D3 dopamine receptor. D3R DiscoveRx beta-arrestin cells, luminescence, 90 min. max activation, %. actives 0.58% (n = 410,000). AID 652048; in the data active = max activation above about 30%; also: 0% is about no effect; mostly tested at two doses, the higher about 12 µM
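Agonist-mode cell screen: cells plated at 1500/well and incubated overnight at 37 °C, then exposed to library compounds for 90 min at 37 °C. Detection reagent was added for 30–60 min at room temperature, and luminescence was read.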
An asterisk follows results filed as active; [ ] = dose if it differs, or a comment. Unless noted, calls follow the shape of the dose curve; as a rule, active = well fitted curve in the direction sought with a large enough effect; inconclusive = small, poorly fitted or top-dose-only effect, or another doubt; inactive = no such curve, though single readings can be large; an effect the other way counts as inactive or inconclusive. Not all compounds are listed; count on the stated rates, not on these rows.

For Cc1cc(NC(=O)CCC(=O)N(Cc2ccccc2)C2(C(=O)NC3CCCCC3)CCCC2)no1 the results were KB-V1 MDR tox -11%, PTHR1 agonist inactive, GLP1R inv ag 9%, GLP-1R agonist 6%, TDP43 rescue -2%, aSyn rescue 4%, GLP1R cytotox -14%, DRD3 antagonist -1 and DRD3 agonist -1.
CCOC(=O)c1c(C)[nH]c(C(=O)N/N=C/c2ccc(Br)cc2)c1C was read as KB-V1 MDR tox -46%, PTHR1 agonist inactive, GLP1R inv ag inconclusive, GLP-1R agonist inconclusive, TDP43 rescue -2%, aSyn rescue 2%, GLP1R cytotox -32%, DRD3 antagonist -9 and DRD3 agonist -3.
Screening CCOC(=O)N1CCN(CCCc2ccccc2)CC1 returned KB-V1 MDR tox 8%, PTHR1 agonist inactive, GLP1R inv ag 5%, GLP-1R agonist -3%, TDP43 rescue 12%, aSyn rescue -1%, GLP1R cytotox -1%, DRD3 antagonist -9 and DRD3 agonist 1.
For COc1ccc(C(=O)N2CCCC(CCC(=O)N3CCN(c4ccccn4)CC3)C2)cc1 (stereo not drawn) the results were KB-V1 MDR tox 13µM*, PTHR1 agonist -37%[inhibitor], GLP1R inv ag 2%, GLP-1R agonist -10%, TDP43 rescue 1%, aSyn rescue -1%, GLP1R cytotox 17%, DRD3 antagonist 7 and DRD3 agonist -1.
COc1ccc(/C(N)=N/OC(=O)Cc2ccc(OC)c(OC)c2)cc1 was read as KB-V1 MDR tox 8.2µM*, PTHR1 agonist -1%[57.5 µM], GLP1R inv ag 104%[activator], GLP-1R agonist 8%, TDP43 rescue 20%, aSyn rescue -8%, GLP1R cytotox 7%, DRD3 antagonist 11 and DRD3 agonist 2.
`O=c1[nH]c(C2CCN(S(=O)(=O)c3cccc([N+](=O)[O-])c3)CC2)nc2c1nnn2Cc1ccccc1` gave KB-V1 MDR tox 6%, PTHR1 agonist -7%, GLP1R inv ag -13%, GLP-1R agonist 16%, TDP43 rescue 0%, aSyn rescue 5%, GLP1R cytotox -11%, DRD3 antagonist -7 and DRD3 agonist 2.
COc1ccc(CCCNC(=O)C2CCC(=O)N(CC3CCCCC3)C2)cc1 (stereo not drawn) was read as PTHR1 agonist -41%[inhibitor], GLP1R inv ag -27%, GLP-1R agonist -4%, TDP43 rescue -4%, aSyn rescue 1%, GLP1R cytotox 14%, DRD3 antagonist 0 and DRD3 agonist -15.
O=C(NC1CCCCC1)C(c1ccccn1)N(C(=O)c1csnn1)C1CCCCC1 (stereo not drawn) was read as KB-V1 MDR tox -34%, PTHR1 agonist -8%, GLP1R inv ag -15%, GLP-1R agonist 3%, TDP43 rescue 0%, aSyn rescue -5%, GLP1R cytotox -2%, DRD3 antagonist -24 and DRD3 agonist -8.
For COP1(=O)C[C@@H](O)[C@@H](O)[C@@H](COCc2ccccc2)O1 (stereo partly drawn) the results were KB-V1 MDR tox inconclusive, PTHR1 agonist inactive, GLP1R inv ag 0%, GLP-1R agonist -1%, TDP43 rescue 13%, aSyn rescue 4%, GLP1R cytotox -4%, DRD3 antagonist 27 and DRD3 agonist -8.
O=C(OC1CC2CC1[C@H]1CCCCN1C2=O)N1CCN(C(=O)c2ccccc2)CC1 (stereo partly drawn) was read as KB-V1 MDR tox inconclusive, PTHR1 agonist inactive, GLP1R inv ag 12%, GLP-1R agonist -2%, TDP43 rescue 28%, aSyn rescue -4%, GLP1R cytotox -2%, DRD3 antagonist -16 and DRD3 agonist 8.
Screening Cn1nc(C(F)(F)F)c(-c2ccccc2)c1NC(=O)c1nccnc1C(=O)O returned KB-V1 MDR tox -15%, PTHR1 agonist -8%, GLP1R inv ag 16%, GLP-1R agonist 0%, TDP43 rescue -6%, aSyn rescue -3%, GLP1R cytotox 1%, DRD3 antagonist -23 and DRD3 agonist -10.
For Cc1cc(C(=O)COC(=O)CC(NC(N)=O)c2ccc(Cl)cc2)c(C)n1C (stereo not drawn) the results were KB-V1 MDR tox inconclusive, PTHR1 agonist -13%, GLP1R inv ag 1%, GLP-1R agonist -20%, TDP43 rescue -12%, aSyn rescue -2%, GLP1R cytotox 7%, DRD3 antagonist 3 and DRD3 agonist -10.
Screening COC(=O)c1cc(-c2ccc(Br)cc2)on1 returned KB-V1 MDR tox -1%, PTHR1 agonist inactive, GLP1R inv ag 6%, GLP-1R agonist -6%, TDP43 rescue inconclusive, aSyn rescue 6%, GLP1R cytotox 1%, DRD3 antagonist -21 and DRD3 agonist -2.
Screening CCOc1ccc(-c2cc3c(=O)n(CC(=O)Nc4c(C)cccc4C)ccn3n2)cc1 returned KB-V1 MDR tox -2%, PTHR1 agonist -27%, GLP1R inv ag 19%, TDP43 rescue 1%, GLP1R cytotox -4% and DRD3 agonist -9.
Screening COc1nc(N)nc(N2CCOCC2)n1 returned KB-V1 MDR tox 10%, PTHR1 agonist inactive, GLP1R inv ag 21%, GLP-1R agonist -7%, TDP43 rescue -8%, aSyn rescue -6%, GLP1R cytotox 1%, DRD3 antagonist 2 and DRD3 agonist -2.
Screening CC1CCN(c2ccc([N+](=O)[O-])cc2C(=O)NCC2CCCO2)CC1 (stereo not drawn) returned KB-V1 MDR tox -14%, PTHR1 agonist -28%, GLP1R inv ag -5%, GLP-1R agonist 5%, TDP43 rescue inconclusive, aSyn rescue -2%, GLP1R cytotox 8%, DRD3 antagonist -19 and DRD3 agonist -7.
Screening Cc1nnc(Nc2ccc3c(c2)OCO3)c2ccccc12 returned KB-V1 MDR tox -4%, PTHR1 agonist -11%[57.5 µM], GLP1R inv ag -4%, GLP-1R agonist 11%, TDP43 rescue 1%, aSyn rescue 6%, GLP1R cytotox -14%, DRD3 antagonist -63* and DRD3 agonist -8.
Screening CC1(C)CC(=O)CC(C)(C)N1OC(=O)c1ccccn1 returned KB-V1 MDR tox inconclusive, PTHR1 agonist -13%[57.5 µM], GLP1R inv ag 8%, GLP-1R agonist -13%, TDP43 rescue 0%, aSyn rescue -13%, GLP1R cytotox -1%, DRD3 antagonist -7 and DRD3 agonist 3.
Screening COCc1cccc(-c2csc(C(O)c3ccc(F)c(OC)c3)n2)c1 (stereo not drawn) returned KB-V1 MDR tox -29%, PTHR1 agonist -26%, GLP1R inv ag inconclusive, GLP-1R agonist 6%, TDP43 rescue inconclusive, aSyn rescue 10%, GLP1R cytotox -8%, DRD3 antagonist 5 and DRD3 agonist 8.
For Cc1cc(OCC(O)CN2CCCC2)cc(C)c1Cl (stereo not drawn) the results were KB-V1 MDR tox -1%, PTHR1 agonist inactive, GLP1R inv ag inconclusive, GLP-1R agonist -1%, TDP43 rescue -6%, aSyn rescue 4%, GLP1R cytotox -3%, DRD3 antagonist -25 and DRD3 agonist -5.
Screening CCOc1ccc(NC(=O)c2cc(SC)ccc2Cl)cc1 returned KB-V1 MDR tox inconclusive, PTHR1 agonist -23%, GLP1R inv ag 4%, GLP-1R agonist 3%, TDP43 rescue 0%, aSyn rescue -10%, GLP1R cytotox -2%, DRD3 antagonist 10 and DRD3 agonist 0.
For Cc1ccc(NC(=O)COC(=O)c2ccc(=O)n(Cc3ccccc3)n2)cc1F the results were KB-V1 MDR tox 6%, PTHR1 agonist inactive, GLP1R inv ag 13%, GLP-1R agonist -12%, TDP43 rescue -5%, aSyn rescue -2%, GLP1R cytotox -2%, DRD3 antagonist 0 and DRD3 agonist 5.
`CCOC1CCc2c(C)nc(N)nc2S1` (stereo not drawn) gave KB-V1 MDR tox -4%, PTHR1 agonist 5%, GLP1R inv ag 10%, GLP-1R agonist 0%, TDP43 rescue 2%, aSyn rescue -2%, GLP1R cytotox 10%, DRD3 antagonist -23 and DRD3 agonist -4.
[O-][n+]1onc2c3cc(-c4ccccc4)nnc3ccc21 was read as KB-V1 MDR tox inconclusive, PTHR1 agonist -14%, GLP1R inv ag 0%, GLP-1R agonist -4%, TDP43 rescue 9%, aSyn rescue -7%, GLP1R cytotox -4%, DRD3 antagonist -3 and DRD3 agonist 2.
For Cc1cc(C(=O)NCc2ccc(Cl)cc2)c2c(C)nn(-c3ccccc3)c2n1 the results were KB-V1 MDR tox 12%, PTHR1 agonist -38%[inhibitor], GLP1R inv ag -3%, TDP43 rescue -1%, GLP1R cytotox 8% and DRD3 agonist 6.
COc1ccc(S(=O)(=O)NC(=O)C2(C)CCN2C(=O)Cc2ccccc2)cc1OC (stereo not drawn) was read as KB-V1 MDR tox -5%, PTHR1 agonist -13%, GLP1R inv ag 6%, GLP-1R agonist -7%, TDP43 rescue -2%, aSyn rescue 1%, GLP1R cytotox -8%, DRD3 antagonist -9 and DRD3 agonist -8.

Structural class, the compounds so far containing a nitro group on carbon (two)
`O=c1[nH]c(C2CCN(S(=O)(=O)c3cccc([N+](=O)[O-])c3)CC2)nc2c1nnn2Cc1ccccc1` gave KB-V1 MDR tox 6%, PTHR1 agonist -7%, GLP1R inv ag -13%, GLP-1R agonist 16%, TDP43 rescue 0%, aSyn rescue 5%, GLP1R cytotox -11%, DRD3 antagonist -7 and DRD3 agonist 2.
Screening CC1CCN(c2ccc([N+](=O)[O-])cc2C(=O)NCC2CCCO2)CC1 (stereo not drawn) returned KB-V1 MDR tox -14%, PTHR1 agonist -28%, GLP1R inv ag -5%, GLP-1R agonist 5%, TDP43 rescue inconclusive, aSyn rescue -2%, GLP1R cytotox 8%, DRD3 antagonist -19 and DRD3 agonist -7.

Assay outcomes as filed in PubChem BioAssay.
